# PLK1 kinase inh: human PLK1 kinase inhibitors, primary screen, biochemical, TR-FRET; 97,000 tested, 0.53% active; recombinant PLK1 kinase, TR-FRET peptide phosphorylation; inhibition, % at 10 µM; AID 619, 2007;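 active means inhibition of 50% or more in the single-concentration screen; inactive means inhibition below 50%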;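 further: 0% = DMSO max control and 100% = H-89 dihydrochloride min control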
# FAK inh: FAK kinase inhibitors, primary screen, biochemical; Focal adhesion kinase 1 (Homo sapiens), Q05397; biochemical FAK kinase activity assay; inhibition, %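 (tested at 7 µM)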; 97,000 tested, 0.84% active; in the data active means inhibition above about 19%;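 further: 0% = DMSO and 100% = reference compound high control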
# Rev-RRE block: HIV-1 Rev-RRE binding inhibitors, primary screen, biochemical, FRET, protein-RNA interaction | P05866 | Rev peptide-RRE RNA binding | inhibition, % at 8 µM | 97,000 tested, 0.79% active | AID 704, 2007;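 active means inhibition above the screen-wide mean plus 3 SD, cut at about 35% in these data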;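 further: 0% = median DMSO wells and 100% = median Neomycin B control wells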
# Target sequence (P05866 whole entry, looked up): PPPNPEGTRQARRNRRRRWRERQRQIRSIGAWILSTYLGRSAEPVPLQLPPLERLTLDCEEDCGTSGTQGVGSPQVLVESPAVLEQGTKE
#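 Test system: Cy5-tagged RRE RNA duplex with fluorescein-tagged Rev peptide | Read-out: % inhibition of FRET ratio versus controls | Probe or stimulus: Labelled Rev peptide | Incubation: 5 min RNA-compound premix plus 15 min binding step, 25 °C | Technique: FRET fluorescence readout | Benchmarks: DMSO low control, neomycin B high control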
# ERa SRC1 pot: enhancers of ERα–SRC-1 coactivator binding, primary screen, biochemical, TR-FRET, ERα LBD, low estradiol. coactivator binding (% of control), % at 25.6 µM. TR-FRET ERalpha-LBD/SRC-Cy5 coactivator binding, 2 h; 100 = basal binding, no effect. 86,000 tested, 1.3% active; in the data active means activity above about 200%;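 further: binding measured in presence of low estradiol as agonist stimulus; 0% = peptide alone without receptor and 100% = receptor with peptide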
# Target sequence (P03372 whole entry, looked up, the tested form may be a part): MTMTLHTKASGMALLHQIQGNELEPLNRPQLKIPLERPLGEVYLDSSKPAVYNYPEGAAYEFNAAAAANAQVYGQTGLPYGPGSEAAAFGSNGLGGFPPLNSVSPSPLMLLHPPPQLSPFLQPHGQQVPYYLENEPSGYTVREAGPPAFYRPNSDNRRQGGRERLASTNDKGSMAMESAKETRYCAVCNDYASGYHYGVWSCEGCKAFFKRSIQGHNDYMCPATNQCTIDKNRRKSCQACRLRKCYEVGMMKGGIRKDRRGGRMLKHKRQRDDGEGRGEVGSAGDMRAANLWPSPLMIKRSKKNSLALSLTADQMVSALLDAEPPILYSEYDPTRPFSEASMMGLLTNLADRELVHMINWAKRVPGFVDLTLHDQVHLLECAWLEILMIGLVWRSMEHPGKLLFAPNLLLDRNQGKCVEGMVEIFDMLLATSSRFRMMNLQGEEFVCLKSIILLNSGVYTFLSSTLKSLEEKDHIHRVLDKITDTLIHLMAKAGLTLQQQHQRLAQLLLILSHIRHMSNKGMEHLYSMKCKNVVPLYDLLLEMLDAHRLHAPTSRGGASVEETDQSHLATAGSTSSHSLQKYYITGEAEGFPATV
# ERa coact inh: ERα–SRC-1 coactivator interaction inhibitors, primary screen, biochemical, TR-FRET, ERα LBD, estradiol-bound | Estrogen receptor (Homo sapiens), P03372 | TR-FRET ER-alpha LBD / SRC-1 peptide | inhibition, % at 25.6 µM | 86,000 tested, 1.7% active; in the data active means inhibition above about 50%;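 further: 0% = receptor plus peptide control and 100% = peptide only without receptor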
# PLK1 PBD inh: Plk1 polo box domain binding inhibitors, primary screen, biochemical, fluorescence polarization; Plk1 PBD phosphopeptide binding; inhibition, %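 (tested at about 20 µM)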; 97,000 tested, 0.13% active; AID 693, 2007; in the data active means inhibition above about 34%, passing the limit was not always enough
# ERb coact inh: inhibitors of ERβ-SRC1 coactivator interaction, primary screen, biochemical, TR-FRET, ERβ LBD, SRC-1 peptide. TR-FRET ER-beta LBD / SRC1-Cy5 peptide binding; receptor agonist-loaded with 1 µM estradiol. AID 633, 2007. 86,000 tested, 1.3% active. inhibition, % at 25.6 µM. Estrogen receptor beta (Homo sapiens), Q92731;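 active means compounds whose percent inhibition of the receptor-coactivator binding signal exceeds about 50% in the single-dose screen, limit read from the data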;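 further: 0% = receptor plus peptide wells without compound and 100% = peptide-only wells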
# Mac1 fbg inh: inhibitors of CD11b/CD18 adhesion to fibrinogen, primary screen, K562 cells, luminescence. Integrin beta-2 (Homo sapiens) + Integrin alpha-M (Homo sapiens), P05107+P11215. ATPlite luminescence; Mn2+ added to activate the integrin. inhibition, % at 10 µM. 93,000 tested, 0.54% active;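 active means primary inhibition of 50% or more at 10 µM, then 40% or more on retest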; further: some results filed as inactive read as strong as hits
# Mac1 fbg enh: enhancers of CD11b/CD18 adhesion to fibrinogen, primary screen, K562 cells, luminescence; ATPlite luminescence; activation, % at 10 µM; 93,000 tested, 0.07% active; AID 1499, 2009;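 active means 10 µM primary screen giving 50% or more activity, confirmed by 40% or more on retest at that dose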; further: strong numbers were not always called active
# Numbers without * were called inactive; x = not tested or not shown; & = joins results of further samples; [ ] = dose if it differs, or a comment.
SMILES,PLK1 kinase inh,FAK inh,Rev-RRE block,ERa SRC1 pot,ERa coact inh,PLK1 PBD inh,ERb coact inh,Mac1 fbg inh,Mac1 fbg enh
O=C(Cn1c(-c2ccccc2)noc1=O)NCc1ccccc1,-7,2,12,117,-3[fluorescence artefact?],8,-4,-6,-1
C=CCn1c(SCC(=O)NC2CCCCC2)nnc1C(C)NC(=O)c1cccs1 (stereo not drawn),1,-6,1,129,83*,5,-5,-6,8
CC(C)CN(Cc1cc2ccccc2[nH]c1=O)C(=O)c1cccnc1,x,x,x,111,-4,x,-11[fluorescence artefact?],-9,-3
CCCn1nnnc1SCC(=O)NCc1ccc2c(c1)OCO2,-7,2,9,119,-18,6,-15[fluorescence artefact?],-15,-4
Cc1sc2ncnc(SCC(=O)NNC(=O)COc3cccc4ccccc34)c2c1C,-11,-5,0,x,x,20,x,-4,16
O=C(CSc1nnc(Cc2cccs2)n1Cc1ccco1)Nc1cc(Cl)cc(Cl)c1,-9,3,4,92,-38,-10,-21,-11,-2
Cc1cccc2cc(CN(Cc3nnnn3Cc3ccccc3)C3CCCC3)c(=O)[nH]c12,-1,9,10,112,6,-14,5,-19,4
COc1ccc(CCn2nnnc2C(CC(C)C)N2CCN(c3ncccn3)CC2)cc1OC (stereo not drawn),-6,-2,5,96,3,-12,-2,-1,-3
Cc1c(N=Cc2c(O)n(Cc3ccco3)c(=O)c3ccccc23)c(=O)n(-c2ccccc2)n1C,-9,3,4,94&97[fluorescence artefact?],10&-15[fluorescence artefact?],-8,6&-8[fluorescence artefact?],-17,-4
O=C(Nc1ccccc1O)c1ccccc1O,-6,3,5,98,-4,-27,-2,69*,-4
O=C(CSc1ncnc2sc3c(c12)CCCC3)c1ccccc1,-17,1,4,165[fluorescence artefact?],5[fluorescence artefact?],10,-1[fluorescence artefact?],x,x
COCCCn1c(SCc2nc3ccccc3c(=O)[nH]2)nc2ccccc2c1=O,-10,2,2,99,1,-15,-14,8,0
C=CCN(Cc1cc(OC)ccc1OC)S(=O)(=O)N(C)C,11,5,1,102,7,2,3[fluorescence artefact?],2,-4
CC(C)Oc1ccc(N2CC(C(=O)Nc3ccccc3F)CC2=O)cc1 (stereo not drawn),-2,-1,1,100[fluorescence artefact?],-4,-8,-1,-13,5
CCc1cc2ccccc2nc1SCC(=O)N1CCN(C(=O)c2ccco2)CC1,x,x,x,110,19,x,14,18,0
CCOC(=O)N1CCC(NC(=O)c2cc3c(-c4ccc(OC)c(OC)c4)nn(C)c3s2)CC1,x,x,x,107,5,x,-3,-20,13
CN(CCO)c1cc(Sc2nc3ccccc3s2)c2nonc2c1[N+](=O)[O-],-7,-1,5,178[fluorescence artefact?],21,7,38[fluorescence artefact?],x,x
O=C(CSc1nnc(CNC(=O)c2ccccc2F)o1)c1ccc(Cl)cc1,-7,-2,8,85,0,-4,1,2,1
Cc1c(C#N)c2ncn(CCCN(C)C)c(=O)c2n1-c1ccccc1,-10,3,3,134,2[fluorescence artefact?],-9,-1[fluorescence artefact?],-13,-5
Cc1ccc(-c2noc(CCC(=O)NCC3CCN(Cc4cccc(C)c4)CC3)n2)cc1,-4,1,9,108[fluorescence artefact?],-7,-6,-13,x,x
Cc1ccc(Cn2c(SCC(=O)Nc3cccc(C)n3)nc3c2c(=O)n(C)c(=O)n3C)cc1,x,x,x,165,4[fluorescence artefact?],x,8[fluorescence artefact?],-6,6
O=C(NCCSc1ccccc1)c1cccnc1,3,2,7,135,0,-26,-8,3,5
CS(=O)(=O)N1CCCC(C(=O)N2CCc3ccccc3C2)C1 (stereo not drawn),-16,0,2,x,x,3,x,-1,1
Cc1cc2ccccc2n2c(SCC(=O)N3CCc4ccccc4C3)nnc12,-15,-2,10,114,22,-14,25,x,x
CCS(=O)(=O)N1CCC(C(=O)N2CCc3ccccc3C2)CC1,-8,6,7,245*[fluorescence artefact?],9,5,-9[fluorescence artefact?],0,-5
SMILES,PLK1 kinase inh,FAK inh,Rev-RRE block,ERa SRC1 pot,ERa coact inh,PLK1 PBD inh,ERb coact inh,Mac1 fbg inh,Mac1 fbg enh
COc1cccc(OCC(O)CN2CCC(C)CC2)c1 (stereo not drawn),-5,-1,7,x,x,14,x,17,1
Cc1ccc2cc(CN(Cc3cccs3)Cc3nnnn3C(C)(C)C)c3nnnn3c2c1,x,x,x,107,1,x,-6,-11,-3
COc1ccc(C(OC(=O)c2c(C)noc2C)C(=O)NC2CCCC2)cc1 (stereo not drawn),-7,-4,0,91,3,-19,0,-28,-3
O=C(c1cccnc1)N1CCN(c2c(Cl)cccc2[N+](=O)[O-])CC1,-6,-2,4,x,x,24,x,3,1
COc1ccc(OC)c(Nc2nc(-c3sc(NC(=O)CC(C)C)nc3C)cs2)c1,-7,2,-3,x,x,-3,x,-8,22
Cc1ccc(S(=O)(=O)N(CC(=O)N2CCOCC2)CC(=O)N2CCOCC2)cc1,-4,-2,7,114,-15,3,-25[fluorescence artefact?],x,x
COc1ccc(NC(=O)CCCC(=O)OCC(F)(F)C(F)F)cc1,-1,1,1,97,2[fluorescence artefact?],-19,3[fluorescence artefact?],-29,0
N#Cc1c[nH]n2c(=O)cc(Cc3ccccc3)nc12,13,-4,4,118,-9[fluorescence artefact?],-15,0,5,1
Cc1ccc(Oc2ccccc2/C=N/O)cc1,-10,4,11,x,x,8,x,-22,4
O=P(Cc1ccncc1)(c1ccccc1)c1ccccc1,-3,-1,7,104,-9,4,-4,13,-1
COc1ccc(S(=O)(=O)N2Cc3ccccc3CC2C(=O)Nc2nccs2)cc1 (stereo not drawn),-6,-2,4,104,-4,-14,-3,x,x
CCOC(=O)Cc1csc(NC(=O)CSc2nnc(-n3nc(C)cc3C)c3ccccc23)n1,-14,7,4,104,3,13,3,7,-6
CCOC(=O)c1[nH]c2cc3c(cc2c1NC(=O)CN1CCCCC1C)OCO3 (stereo not drawn),-6,-10,3,x,x,9,x,x,x
Fc1cccc(CN2CCN(c3ncccn3)CC2)c1,x,x,x,112,5,x,3,-11,-1
CC1(C)Cc2cccc(OCC(=O)Nc3ccccc3N3CCOCC3)c2O1,1,3,16,125,-14,-28,-7,-20,-3
COc1ccccc1-c1nnc(SCC(=O)Nc2cc(C)on2)o1,-11,-1,-2,98,7,18,2,-1,-1
Cc1ccc(S(=O)(=O)Nc2ccc(Br)cc2/C=N/n2cnnc2)cc1,-8,-3,27,109,-3,16,0,7,-2
Cc1ccc(C(=O)NCc2nnc(SCC(=O)Nc3sc4c(c3C#N)CCCC4)n2C)cc1,-8,4,3,126,32,10,11[fluorescence artefact?],11,-11
COc1ccc(CNC(=O)CSc2nnnn2-c2ccc(O)cc2)cc1,15,5,5,95,13,-3,15,6,-6
O=C(COc1ccc(Cl)cc1Cl)NCCCCc1ccccc1,-9,5,13,x,x,41,x,x,x
Cc1ccccc1NC(=O)CSc1nc(N)c(C#N)c(-c2cccs2)c1C#N,-242,-24,19,319*[fluorescence artefact?],29[fluorescence artefact?],2,51*[fluorescence artefact?],-10,25
CC(NC(=O)c1nn(C)c(=O)c2ccccc12)c1ccc(F)cc1 (stereo not drawn),-12,-1,1,105,-2,-6,-5,-8,0
C=CCSc1nnc(-c2cc3c(C(F)(F)F)nn(C)c3s2)n1C,-13,1,0,x,x,-4,x,x,x
S=c1[nH]nc(-c2ccccc2)n1/N=C/c1cccs1,-1,15,0,x,x,5,x,-40,-2
O=C(CN1C(=O)CSc2ncccc21)N1CCOCC1,x,x,x,90,18,x,6[fluorescence artefact?],2,-1
S=C1N(c2ccccc2)C(c2ccc(Cl)cc2)N2CCCN12 (stereo not drawn),-11,0,0,102,-13,22,-7,-6,0
O=C(CNC(=O)c1ccco1)OCc1cccc(Cl)c1,-16,0,7,95,-1,33,5,-15,-3
CCOc1ccc(S(=O)(=O)N2CCN(c3ccc(OC)cc3)CC2)c2cccnc12,-1,6,0,98,1[fluorescence artefact?],26,3,12,0
CCc1cc2c(=O)c(-c3cscn3)coc2cc1O,x,x,x,96,-21,x,-8,-1,-5
COc1cccc(NC(=O)COC(=O)c2ccco2)c1,-2,-2,8,101,4,18,7,x,x

# Assay outcomes from PubChem.
